AmpC no deterg: blocks E. coli AmpC beta-lactamase in detergent-free assay; P00811; actives 0.52% (n = 330,000); AmpC nitrocefin hydrolysis, absorbance 480 nm, 0.0001% Triton; Potency, µM (top dose mostly 57.1 µM), for the others: at the highest dose activity change, negative = inhibition, actives largely listed as inhibitors; AID 485341;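 note: potency is the fitted concentration of half-maximal effect; plate controls were no compound for no effect and no enzyme for full effect; nearly all actives have a fitted effect of over 20% in size; some results filed as inactive show a strong effect at the top dose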
Target sequence (P00811 whole entry, looked up): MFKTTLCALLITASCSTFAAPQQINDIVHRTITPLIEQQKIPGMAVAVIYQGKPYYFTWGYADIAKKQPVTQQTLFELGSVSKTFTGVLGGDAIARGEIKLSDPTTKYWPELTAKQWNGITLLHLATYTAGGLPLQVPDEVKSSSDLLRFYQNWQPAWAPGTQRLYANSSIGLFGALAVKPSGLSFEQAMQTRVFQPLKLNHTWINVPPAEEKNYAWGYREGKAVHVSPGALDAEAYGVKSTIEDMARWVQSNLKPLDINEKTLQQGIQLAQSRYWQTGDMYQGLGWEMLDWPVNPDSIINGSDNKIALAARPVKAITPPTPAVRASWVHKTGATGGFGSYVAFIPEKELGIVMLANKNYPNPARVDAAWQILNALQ
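20 mM phosphate pH 7.0 + 0.01% (detergent screen) or 0.0001% Triton X-100; 5.3 nM AmpC reagent; cpd preinc 15 min RT; nitrocefin (800 uM stock) to start; A480 q20 s × 4 min; Activity was normalised to no-enzyme and no-compound control wells.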
Sm TGR block: inhibitors of Schistosoma mansoni thioredoxin glutathione reductase | Q962Y6 | purified TGR, DTNB reduction, TNB absorbance 405 nm | Potency, µM (titrated, usually from 114 µM), for the others: at the top dose activity change, negative = inhibition, actives largely listed as inhibitors | actives 3% (n = 360,000); note: potency is the fitted concentration of half-maximal effect; nearly all actives have a fitted effect of over 60% in size
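Kinetic colorimetric format: TGR-catalysed, NADPH-driven DTNB reduction monitored via TNB absorbance. Enzyme dispensed at 20 nM; compound exposure 15 min at room temperature before reaction start.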
FBPA Giardia inh: blocks Giardia fructose-bisphosphate aldolase activity; purified Giardia FBPA; Potency, µM (series often up to 59.6 µM), inactives show at the top dose activity, negative = inhibition, most hits filed as inhibitors; actives 0.71% (n = 290,000); AID 2451; note: potency is the fitted concentration of half-maximal effect; nearly all actives have a fitted effect of over 55% in size
Target sequence (A8B2U2 whole entry, looked up): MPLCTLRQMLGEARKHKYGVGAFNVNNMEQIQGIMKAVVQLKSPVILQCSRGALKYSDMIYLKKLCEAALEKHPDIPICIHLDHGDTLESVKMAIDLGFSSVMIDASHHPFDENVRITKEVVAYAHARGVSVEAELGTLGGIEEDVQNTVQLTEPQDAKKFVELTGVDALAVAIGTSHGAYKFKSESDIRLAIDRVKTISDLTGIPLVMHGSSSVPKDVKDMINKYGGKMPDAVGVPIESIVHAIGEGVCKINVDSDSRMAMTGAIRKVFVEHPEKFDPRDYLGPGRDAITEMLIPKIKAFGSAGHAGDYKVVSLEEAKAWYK
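40 nM FBPA preincubated 10 min at RT with compound (up to 57.5 uM final), then substrate plus GAPDH/TPI/NAD/arsenate coupling and diaphorase/resazurin added. Fluorescence read after 20 min at RT, 525/598 nm.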
AmpC detergent: inhibitors of E. coli AmpC beta-lactamase with detergent. actives 0.041% (n = 370,000). Potency, µM (top dose mostly 114 µM), for the others: at the top dose activity change, negative = inhibition, most hits filed as inhibitors. P00811. AmpC hydrolysis of nitrocefin, absorbance 480 nm, 0.01% Triton. AID 485294;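 note: potency is the fitted concentration of half-maximal effect; 0% = no-compound wells and -100% = no-enzyme wells; nearly all actives have a fitted effect of over 25% in size; some results filed as inactive show a strong effect at the top dose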
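20 mM phosphate pH 7.0 + 0.01% (detergent screen) or 0.0001% Triton X-100; 5.3 nM AmpC reagent; cpd preinc 15 min RT; nitrocefin (800 uM stock) to start; A480 q20 s × 4 min; Activity was normalised to no-enzyme and no-compound control wells.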
AMA1 RON2 block: AMA1-RON2 (P. falciparum) interaction inhibition; AID 720542; AlphaScreen AMA1-biotinylated RON2 peptide binding; Potency, µM (doses to about 58.2 µM), without a hit: top-dose activity change, negative = inhibition, hits mostly inhibitors; actives 0.2% (n = 360,000);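 note: potency is the fitted concentration of half-maximal effect; 0% = vehicle wells and -100% = peptide control; nearly all actives have a fitted effect of over 45% in size; some results filed as inactive show a strong effect at the top dose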
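AMA1 (3D7) with his tag at 25 nM final met compounds first, then biotinylated RON2 peptide at 25 nM; detection used donor plus acceptor beads, 10 µg/mL apiece, read by AlphaScreen after 30 min at room temperature.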
HCMV inh: blocks human cytomegalovirus replication; HFF cells, HCMV-luciferase reporter, 72 h; active compounds read low; activity change, negative = inhibition, % at 57.5 µM; actives 4.5% (n = 410,000); AID 1259415; in the data active = activity change below about -60%; inconclusive = no clear call, values can overlap the other calls; inactive = above about -39%
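After 16 h attachment at 37C, HFF cells received test compound and HCMV-luciferase (1 PFU/cell); reporter luminescence read 72 h later, data normalized against buffer-only and known inhibitor Salinomycin.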
An asterisk follows results filed as active; ? = inconclusive; . = not tested or not shown; & = joins results of further samples; [ ] = another dose, or the depositor's remark. Unless noted, calls come from the whole dose curve; as a rule, active = well fitted curve in the direction sought with a large enough effect; inconclusive = small, poorly fitted or top-dose-only effect, or another doubt; inactive = no such curve, though single readings can be large; an effect the other way counts as inactive or inconclusive. Unless noted, % is set by controls: 0 for no effect and ±100 for the full control effect.

| compound | AmpC no deterg | Sm TGR block | FBPA Giardia inh | AmpC detergent | AMA1 RON2 block | HCMV inh |
| --- | --- | --- | --- | --- | --- | --- |
| Cc1c(NC(=O)c2cc(-c3ccc(O)cc3)on2)c(=O)n(-c2ccccc2)n1C | -1% | 0%&1% | 9% | -3%&19% | 4% | -34&-3 |
| CCOc1nc2ccccc2nc1NS(=O)(=O)c1ccccc1 | -13% | -11% | 14% | ? | 13% | 2 |
| Nc1nnc(/C=C/c2ccccc2)s1 | -15% | 2% | -1% | 3% | 27% | -21 |
| COc1ccccc1CCC(=O)OCC(=O)Nc1ccc(C)c(S(=O)(=O)N2CCCCC2)c1 | -37% | 2% | . | -5% | -1% | -9 |
| CCN(CCO)c1ncnc2c1sc1nc(CC(C)C)c3c(c12)CC(C)(C)OC3 | 2% | 1% | -3% | -11% | -8% | 12 |
| O=C(Nc1nnc(SCc2cccc(F)c2)s1)c1ccco1 | -30% | 33% | 30% | -11% | 3% | -5 |
| O=c1[nH]c(CN2CCOCC2)nc2scc(-c3ccccc3)c12 | -4% | -9% | 0% | ? | 18% | -17 |
| Cc1c(Cl)ccc2sc(N3CCN(C(=O)CCS(=O)(=O)c4ccc(F)cc4)CC3)nc12 | . | 0% | . | 2% | . | -70* |
| CC(=O)Nc1cc([N+](=O)[O-])ccc1N1CCOCC1 | 0% | 1% | 3% | -2% | -6% | -22 |
| NC(=O)c1ccc(-c2nnc(Nc3ccc(S(N)(=O)=O)cc3)c3ccccc23)cc1 | -28% | -13% | 8% | -1% | -7% | -12 |
| O=C(COC(=O)c1ccc2c(c1)OCCO2)Nc1ccc(F)cc1F | -26% | . | . | . | -1% | -21 |
| COc1cc(NC(=O)Cn2ncc3c([nH]c4ccc(C)cc43)c2=O)cc(OC)c1OC | . | 0% | . | -6% | . | -5 |
| COc1ccc(CCNC(=O)CSc2n[nH]c(N)n2)cc1OC | -15% | 1% | -5% | ? | 14% | 16 |
| Cn1c(N2CCOCC2)c(C#N)c2ccccc21 | -14% | 0% | 6% | -21% | -7% | 0 |
| CC(C)OCCCNC(=O)c1ccc(C2SCC(=O)N2Cc2ccco2)cc1 (stereo unspecified) | 41% | 25µM* | -4% | -1% | 17% | -29 |
| Cc1cc(=O)[nH]c(CCl)n1 | -4% | -31% | -23% | -2% | 28% | -6 |
| CC(C)[C@H](NC(=O)C1CCN(S(=O)(=O)c2ccc(F)cc2)CC1)C(=O)N1CCCCCC1 | 70%[activator] | 0% | . | 0% | 29% | -28 |
| COc1ccc(CNC(=O)c2cnn(-c3ccc(C)cc3)c2-n2cccc2)cc1OC | . | 2% | . | -6% | . | -39 |
| Nn1c(SCc2ccccc2)nc2ccccc21 | -24% | -2% | . | -8% | 6% | 59 |
| Cc1ccc(Cn2c(SCC(=O)NCc3ccc(Cl)cc3)nc3ccsc3c2=O)cc1 | . | 2% | . | 20% | . | -4 |
| Cc1noc(/C=C/N(C)C)c1S(=O)(=O)N1CCCC(C(=O)NCc2ccccc2Cl)C1 (stereo unspecified) | -48% | 1% | -6% | -4% | -13% | -98* |
| CCOc1ccccc1CNS(=O)(=O)c1cc2c(cc1C)NC(=O)CO2 | . | 3% | . | 20% | . | 0 |
| CCOC(=O)c1c(C)[nH]c(C(=O)CSc2nc(C)cc(C)n2)c1C | -2% | -33% | 1% | 0% | 18% | 0 |
| CN(C)c1ccc(Nc2ncnc3ccc(Br)cc23)cc1 | -35% | -27% | 15% | -13% | ? | -76* |
| COc1ccc(CN2CCN(C(=O)Cn3c(=O)oc4cc(Cl)ccc43)CC2)c(OC)c1OC | 76%[activator] | -1% | 5% | -12% | -2% | ? |
| CCCCN1C(=O)C(O)(CC(=O)c2ccco2)c2cc(Br)ccc21 (stereo unspecified) | -3% | 3% | 0% | ? | 2% | -75* |
| Cc1cc(/C=N/n2cnnc2)c(C)n1-c1cc(Cl)ccc1Cl | 58% | -12% | 0% | ? | -5% | -33 |
| COc1ccc2cc(S(=O)(=O)N3CCCC3)ccc2c1 | -13% | 10% | 4% | 10% | -3% | -21 |
| Cc1ccc(CC(C(=O)O)C(C)C(=O)Nc2ccc(F)cc2)cc1 (stereo unspecified) | -17% | 2% | 0% | -3% | 5% | -37 |
| Cc1cccn2c(=O)c(C=O)c(N3CC(C)OC(C)C3)nc12 (stereo unspecified) | 15% | 0% | 2% | 1% | -2% | ? |
| CSCc1cc(N(C)C)nc(SCc2ccc(Cl)c(Cl)c2)n1 | -13% | 2% | -7% | -15% | 3% | 22 |
| CN(C)S(=O)(=O)c1ccc(C(=O)NNC(=O)c2ccccc2-n2cccc2)cc1 | -28% | -12% | . | ? | 83%[activator] | 16 |
| COC(=O)C(C)Sc1nc2c(c(=O)n(C)c(=O)n2C)n1Cc1cccc(C)c1 (stereo unspecified) | 118%[activator] | -20% | 1% | -7% | 0% | -15 |
| O=C(Oc1ccc2c(c1)OCO2)C12CC3CC(CC(C3)C1)C2 | -13% | 12% | 1% | -5% | 14% | ? |
| CC(C)c1cc(Br)c(NC(=O)Nc2cccnc2)c(Br)c1 | -42% | 2% | 4% | -1% | -3% | -26 |
| Cc1ccc(C)c(C(=O)COC(=O)c2ccc(Br)o2)c1 | -31% | 22% | 0% | 0% | 29% | 6 |
| Cc1ccccc1C(=O)Nc1ccc2nc(N3CCCCC3)cc(C)c2c1 | . | 0% | . | -1% | . | -31 |
| COc1ccc(OC)c(CNC(=O)C2CCCN(S(=O)(=O)N3CCC(C)CC3)C2)c1 (stereo unspecified) | 53% | -11% | . | -6% | 4% | -24 |
| O=C(NCCC(=O)N1CCN(c2ccccn2)CC1)c1ccc(Br)cc1 | 5% | -12% | . | -13% | 17% | -21 |
| O=C1Nc2c(c(=O)[nH]c(=O)n2-c2ccc(F)cc2)C1(NS(=O)(=O)c1ccc(Cl)cc1)C(F)(F)F (stereo unspecified) | . | -3% | . | 19% | . | 11 |
| COc1ccc2oc(=O)c(N3C(=O)c4ccccc4C3=O)cc2c1 | -16% | 1% | -1% | 1% | 11% | 2 |
| O=[N+]([O-])c1ccccc1S(=O)(=O)N1CCN(CC2CC3C=CC2C3)CC1 (stereo unspecified) | 62%[activator] | . | ? | -1% | -26% | ? |
| CSc1nc(Cl)cc(Nc2ccccc2N)n1 | -28% | -3% | -1% | 5% | 0% | ? |
| CCOC(=O)CSc1nc(-c2ccc(F)cc2)cc(C(F)(F)F)c1C#N | . | 2% | . | 5% | . | 17 |
| Cc1ccc(NC(=O)Cn2c(=O)ccc3cc(S(=O)(=O)N4CCCC4)ccc32)cc1N(C)C | . | 10% | . | 2% | . | -1 |
| C=C(C)CN=C1NN=C(c2cc(C)n(-c3ccc(C)cc3)c2C)CS1 | -28% | -15% | -12% | -8% | 0% | -37 |
| CCOC(=O)N1CCN(S(=O)(=O)N2CCCC(C(=O)NCCc3ccc(C)cc3)C2)CC1 (stereo unspecified) | 83%[activator] | -3% | 23% | -15% | -11% | 7 |
| CC(Oc1ccc(Cl)cc1)C(=O)NNC(=S)NC(=O)c1ccco1 (stereo unspecified) | -45% | 9% | ? | 1% | 58%[activator] | -23 |
| Cc1ccc(-c2csc(N/N=C/c3ccco3)n2)c(C)c1 | -35% | -4% | -4% | ? | -3% | ? |
| CCOC(=O)C1CCN(S(=O)(=O)C(F)(F)c2nc3ccccc3s2)CC1 | 21% | -19% | 0% | -11% | 6% | 102 |
| COC(=O)C1CCN(C(=O)c2ccc(Cl)c(S(=O)(=O)NCc3cccnc3)c2)CC1 | -4% | -28% | 2% | 6% | -1% | -4 |
| CCOc1ccc(C(=O)Nc2cc(C)on2)cc1OCC | -20% | 6% | 0% | 0% | -1% | 53 |
| Cc1noc(C)c1CSc1nnc2cc(C)c3ccccc3n12 | 3% | 0% | 0% | -13% | 13% | . |
| CCc1ccc(NC(=O)CSC2=Nc3ccccc3C3=NC(CCC(=O)NCc4ccco4)C(=O)N23)cc1 (stereo unspecified) | . | 1% | . | 0% | . | -16 |
| NS(=O)(=O)c1ccc2nc(-c3ccccc3)c(-c3ccccc3)nc2c1 | -20% | 5% | 9% | -1% | 10% | 9 |
| Cc1c(-c2ccccc2)oc2nc3c(c(=O)n(C)c(=O)n3C)n12 | -7% | 5% | 5% | -16% | . | . |
| CCCCSc1nc2c(c(C(F)(F)F)c1C#N)CCC2 | -19% | 1% | 8% | -7% | 45%[activator] | 56 |
| Cc1cccc(N2CCN(C(=O)Cc3cn(C)c4ccccc34)CC2)c1C | 51% | -3% | ? | 12% | -27% | 83 |
| O/C(=C\c1nc2ccccc2[nH]1)c1cccs1 | -34% | ? | ? | 7% | 55%[activator] | 41 |
| O=C1c2ccc3c4c(ccc(c24)C(=O)N1NC(=O)C(F)(F)F)CC3 | -10% | -19% | 1% | ? | -7% | -18 |

(further entries)
| compound | AmpC no deterg | Sm TGR block | FBPA Giardia inh | AmpC detergent | AMA1 RON2 block | HCMV inh |
| --- | --- | --- | --- | --- | --- | --- |
| O=C(O)CCCc1c(-[n+]2ccccc2)[nH]c2ccccc12 | -12% | 4% | -3% | 4% | -18% | ? |
| Cc1cnc(C(=O)OCC(=O)N2CCc3ccccc32)cn1 | -14% | ? | -2% | 6% | -2% | -32 |
| CC1=C(C(=O)OCC2CCCO2)C(c2ccc(Cl)c(Cl)c2)NC(=O)N1 (stereo unspecified) | 30% | 5% | 21% | -8% | 0% | -33 |
| O=c1c2c(n3cnnc3n1C1CCCCC1)-c1ccccc1CC21CCCCC1 | -17% | 3% | 1% | 0% | 14% | -7 |
| CCOC(=O)c1sc(NC(=O)CCN2CCN(CC)CC2)c(C(=O)OCC)c1C | 162%[activator] | -1% | 2% | -1% | 2% | 6 |
| O=C(CCCc1ccccc1)N=C1SC2CS(=O)(=O)CC2N1c1ccccc1F (stereo unspecified) | 14% | -4% | 3% | -6% | -8% | -27 |
| COc1ccc(C(=O)/C=C/Nc2ccc(S(=O)(=O)Nc3cccc(C(C)=O)c3)cc2)cc1 | -41% | 2% | 1% | -11% | -3% | -72* |
| COc1ccc(CCNC(=O)/C=C/c2ccc(OC)c(S(=O)(=O)N3CCOCC3)c2)cc1 | 57% | 11% | 0% | 0% | 3% | ? |

Arranged by number of heavy atoms (falling): some entries from above.
| compound | AmpC no deterg | Sm TGR block | FBPA Giardia inh | AmpC detergent | AMA1 RON2 block | HCMV inh |
| --- | --- | --- | --- | --- | --- | --- |
| COc1ccc(CCNC(=O)/C=C/c2ccc(OC)c(S(=O)(=O)N3CCOCC3)c2)cc1 | 57% | 11% | 0% | 0% | 3% | ? |
| O=c1c2c(n3cnnc3n1C1CCCCC1)-c1ccccc1CC21CCCCC1 | -17% | 3% | 1% | 0% | 14% | -7 |
| CC1=C(C(=O)OCC2CCCO2)C(c2ccc(Cl)c(Cl)c2)NC(=O)N1 (stereo unspecified) | 30% | 5% | 21% | -8% | 0% | -33 |
| Cc1cnc(C(=O)OCC(=O)N2CCc3ccccc32)cn1 | -14% | ? | -2% | 6% | -2% | -32 |
| O=C(O)CCCc1c(-[n+]2ccccc2)[nH]c2ccccc12 | -12% | 4% | -3% | 4% | -18% | ? |
